Insulin prom inh: TRM-6 insulin promoter activity inhibition; 130,000 compounds, 0.9% hits; AID 1273; inhibition, % at 2 µM; TRM-6 cells (human fetal islet line), insulin promoter-eGFP reporter, imaging; reporter expression induced with tamoxifen;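 active = inhibition above the mean plus 3 SD, with well images judged a real hit on visual review, cut at about 60% in these data, passing the limit was not always enough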
SDO1 yeast rescue: sdo1-depleted yeast growth rescue | S. cerevisiae sdo1-depleted JHY4D growth rescue, OD600 30 h; active compounds read high; pdr5 snq2 efflux-pump mutant strain | z-score at 10 µM | 140,000 compounds, 0.21% hits | AID 817;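 active = z-score above 3 at both the 24 hr and the 30 hr optical density reads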;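 also: z-score against mean and SD of all compound wells on the same plate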
SDO1 yeast rescue Rescue 24 h: second read-out of SDO1 yeast rescue, no call of its own (marks repeat the call); z-score; S. cerevisiae sdo1-depleted JHY4D growth rescue, OD600; measured here: growth rescue at 24 h;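 0 is the plate mean of compound wells and units are plate SD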
Starred values were filed as active, the others as inactive; / = no result given. Not all compounds are listed, so the mix of outcomes need not match the whole.

Values run as follows: Insulin prom inh, SDO1 yeast rescue, SDO1 yeast rescue Rescue 24 h
S=c1[nH]nc(-c2ccccn2)n1/N=C/c1cccc2ccccc12
→ 7.1, 0.03, -0.37
Cc1[nH]n(C(N)=S)c(=O)c1C(c1ccccc1)C(C#N)C#N (stereo not drawn)
→ -4.0, 0.26, -0.07
CCS(=O)(=O)NC(C)C(c1cccs1)N1CCN(C)CC1 (stereo not drawn)
→ /, 0.6, 1.1
Cc1sc2nc(C3CC3)nc(SCC(=O)NCc3ccco3)c2c1C
→ 35.7, -1.48, -0.91
COCC(=O)Nc1ccc(-c2cn3cccnc3n2)cc1
→ 36.4, 0.49, -0.11
CCCn1c(SCC(=O)NCc2cccs2)nc2c1c(=O)n(C)c(=O)n2C
→ /, 0.4, -0.57
Cc1ccc(CNC(=O)CSc2nc3ccsc3c(=O)n2Cc2ccccn2)cc1
→ -2.7, /, /
Cc1nnc2sc(-c3ccncc3)nn12
→ /, -1.21, -0.46
C=CCN(c1ccccc1)S(=O)(=O)c1cccc(C(=O)Nc2nc3ccccc3[nH]2)c1
→ /, -1.2, -1.03
CC1COc2ccccc2N1C(=O)c1ccc(Cl)nc1 (stereo not drawn)
→ 30.2, /, /
C/C(N)=C(/C#N)C(=O)COc1ncnc2ccc(Br)cc12
→ 48.4, 0.02, -0.51
COCc1cc(=O)[nH]c(/N=C(\N)Nc2cccc(Cl)c2)n1
→ 61.1, /, /
O=S(=O)(O)c1ccc(N2N=C(c3ccccc3)CC2c2ccccc2)cc1 (stereo not drawn)
→ -78.6, /, /
CSc1nc(NCC(C)C)nc(N2CCOCC2)n1
→ -280.0, 0.08, -0.59
CC(C)C(NC(=O)C1CCCCC1)C(=O)NCc1ccccn1 (stereo not drawn)
→ -27.3, 0.06, 0.25
CC(=O)c1cccc(N(C(=O)Cn2nnc3ccccc32)C(C(=O)NCc2ccccc2)c2ccccn2)c1 (stereo not drawn)
→ -56.7, 0.28, 0.23
Cc1ccccc1-c1cc(C(=O)n2cccn2)c2cc(Cl)ccc2n1
→ /, 1.69, 2.42
COc1ccc2[nH]c(=O)c(C(c3nnnn3CC3CCCO3)N3CCc4ccccc4C3)cc2c1 (stereo not drawn)
→ /, -0.87, -0.94
O=C(NNS(=O)(=O)c1ccc(CCCl)cc1)C(O)(c1ccccc1)c1ccccc1
→ /, 0.93, 0.3
Cc1cc(NC(=O)CCN2C(=O)C3C4CCC(C4)C3C2=O)cc(C)c1Br (stereo not drawn)
→ /, -0.56, -0.77
O=C(NCCc1nnc2ccc(NCc3cccnc3)nn12)c1ccccc1F
→ -16.7, /, /
CC(C)C1CC(O)(C2(O)CCCCC2)ON1 (stereo not drawn)
→ -40.7, 0.74, 0.78
Cc1oc(-c2ccc(Cl)cc2)nc1CN1CCC(C(=O)NCCCN2CCCC2=O)CC1
→ /, 0.6, 0.67
O=C(NC1CCN(Cc2ccccc2)CC1)c1ccccc1F
→ /, 0.42, 0.83
O=C(Cn1nc(-c2ccccc2)nc1-c1ccccc1)N1CCOCC1
→ /, -0.26, -0.43
NC(=O)C1CCN(C(=O)c2cc3ccccn3n2)CC1
→ /, 1.19, 1.47
COc1ccc(-c2ccc(S(=O)(=O)N3CCCC3)cc2)cc1
→ 53.5, /, /
COc1ccc2[nH]c(C)c(C(=O)CN3CCN(C(=O)c4ccco4)CC3)c2c1
→ /, 1.8, 1.36
Cc1ccc(S(=O)(=O)N2CCCCC2)cc1NC(=O)COC(=O)Cc1c(F)cccc1Cl
→ 51.9, 16.9*, 14.6*
O=CN1CCCN(Cc2nc(Cc3ccccc3F)no2)CC1
→ 66.7, /, /
O=C1CSC(c2cn(-c3ccccc3)nc2-c2cc3ccccc3oc2=O)N1Cc1cccnc1 (stereo not drawn)
→ -35.5, -0.7, -0.72
Cc1ccc(N2C(=O)CSC2c2c(F)cccc2Cl)cc1 (stereo not drawn)
→ 18.3, -1.22, -0.92
O=C(NCc1ccc(Cl)cc1)c1ccc(-n2cccn2)nc1
→ 18.5, /, /
COc1c(Cl)cc(C(=O)Nc2ccccc2-c2ccccc2)cc1Cl
→ -10.0, -0.56, 0.35
Cc1nc2sc3c(c2c2nnc(SCC(=O)NCc4ccco4)n12)CCCC3
→ -28.2, -0.15, 0.48
O=C1c2ccsc2SCCN1Cc1cccc(Cl)c1
→ 19.4, -0.34, -0.18
Cc1cccc2cc(C(c3nnnn3CC3CCCO3)N3CCCC4(CCCCC4)C3)c(=O)[nH]c12 (stereo not drawn)
→ /, -0.83, -1.06
COc1cccc(CSc2nnc(-c3ccc(F)cc3)o2)c1
→ -6.1, -0.44, -0.03
Cc1nn(-c2ccccc2)c(C)c1C(=O)OCC(=O)c1c(N)n(CC(C)C)c(=O)n(C)c1=O
→ /, -0.95, -0.94
Cc1ccc(NC(=O)c2cc(NC(=O)CCC(=O)O)ccc2N2CCCCC2)cc1
→ 17.1, 0.71, 0.56

Three of the entries above in order of their number in Insulin prom inh, ascending.
smiles	Insulin prom inh
COc1cccc(CSc2nnc(-c3ccc(F)cc3)o2)c1	-6.1
Cc1ccc(N2C(=O)CSC2c2c(F)cccc2Cl)cc1 (stereo not drawn)	18.3
O=C1c2ccsc2SCCN1Cc1cccc(Cl)c1	19.4

Continued:
Values run as follows: Insulin prom inh, SDO1 yeast rescue, SDO1 yeast rescue Rescue 24 h
CCOC(=O)c1cc(C#N)c(SCc2cccc3ccccc23)nc1C
→ 0.0, -0.03, -0.81
COc1ccc(NC(=O)C2CCN(S(=O)(=O)c3cccc4cccnc34)CC2)cc1
→ /, -0.34, -0.47
C=CCn1c(SCC(=O)NCc2ccco2)nnc1-c1ccc2ccccc2n1
→ -57.1, -1.49, -1.2
O=[N+]([O-])c1ccc2cn(-c3ccccc3)nc2c1
→ -6.7, -0.05, 0.37
COc1ccc(-c2noc(CSc3nnc(Cc4ccccc4)n3-c3cccc(C)c3)n2)cc1OC
→ -5.4, -0.77, -0.81
COc1ccc(-c2cc(C(F)(F)F)n3nc(C(=O)NCc4ccco4)c(Cl)c3n2)cc1
→ 20.5, -0.43, 1
Nc1ccc(S(=O)(=O)NC(=O)c2ccccc2)cc1
→ 19.1, 0.92, 0.7
CCN(CC)c1ccc(NC(=O)c2ccc(Br)o2)c(C)c1
→ -23.7, -0.11, -0.14
CC1=C(C(N)=O)C(c2ccncc2)n2nc(-c3ccccc3Cl)nc2N1 (stereo not drawn)
→ /, 0.31, 0.68
CSC1=NC(NCCCO)c2c(sc3c2CC(C)(C)OC3)N1 (stereo not drawn)
→ 20.0, -0.05, -0.51
O=C(NNc1nc(Nc2ccccc2)nc(N2CCOCC2)n1)Nc1ccc(Cl)cc1
→ -76.2, /, /
COC(=O)c1sccc1NC(=O)NC1CCCCC1
→ -81.2, /, /
CC(=O)N(Cc1ccc2c(c1)OCO2)C1CC(=O)N(CCc2ccccc2)C1=O (stereo not drawn)
→ /, 1.04, 2.07
COCC(C)NC(=O)c1cc(-c2ccc(OC)c(OC)c2)on1 (stereo not drawn)
→ /, -0.34, -0.42
Cc1cc(C(F)F)n2ncc(C(=O)NCc3ccccc3F)c2n1
→ -7.1, 0.17, 0.2
Cc1ccc(CC(=O)Nc2cc([N+](=O)[O-])ccc2F)cc1
→ 42.9, /, /
CC(=O)Nc1ccc(NC2=Nc3ccccc3N3C2=Nc2c(c(C)nn2-c2ccccc2)C3c2ccccc2)cc1 (stereo not drawn)
→ 63.9, 0.73, 3.17
CC(C)(C)c1ccccc1OCC(=O)Nc1ncn[nH]1
→ /, -0.08, 0.12
CCCCn1c(=O)cc(O)c2ccccc21
→ 5.3, -0.16, -0.56
CCN(CC)C(=O)N1CCN(S(=O)(=O)c2ccc(C)cc2)CC1
→ -36.7, -0.66, -1.33
CCOCCCNC(=O)CN1CCN(Cc2ccccc2C)C1=O
→ /, 0.57, 0.31
COC(=O)C1=C(O)/C(=C\c2sccc2C)N=C1C
→ -36.7, 1.31, 1.31
COc1ccc(CNC(=O)CN(CC2CCCO2)C(=O)CNS(=O)(=O)c2ccc(C)cc2)cc1 (stereo not drawn)
→ -18.2, 0.66, 0.52
CCN(CC)C(=O)CN1C(=O)C(=O)c2ccccc21
→ -50.0, /, /
COc1ccc(S(=O)(=O)N2CCCC(C(=O)N3CCOCC3)C2)cc1C (stereo not drawn)
→ 15.8, 0.34, -0.02
CCCCn1c(C(C)NC(=O)c2cccs2)nc2ccccc21 (stereo not drawn)
→ -84.6, -1.77, -1.45
Cn1c(=O)cc(SCC(=O)N2CCOCC2)c2ccc(Cl)cc21
→ -44.0, 0.95, 0.97
C=CCO/N=C/C1C(=O)CC(C)(C)CC1=O
→ -2.0, 0.07, -1.5
O=C(NC1CCCC1)c1cc2c(ccc3ccccc32)o1
→ 10.7, -1.01, -0.15
Cc1ccc(N2CCOCC2)c2c1C(=O)c1ccccc1C2=O
→ -158.6, -0.98, -0.6

Entries listed so far that have a nitro group on carbon (2):
Values run as follows: Insulin prom inh, SDO1 yeast rescue, SDO1 yeast rescue Rescue 24 h
O=[N+]([O-])c1ccc2cn(-c3ccccc3)nc2c1
→ -6.7, -0.05, 0.37
Cc1ccc(CC(=O)Nc2cc([N+](=O)[O-])ccc2F)cc1
→ 42.9, /, /

Continuation.
SMILES,Insulin prom inh,SDO1 yeast rescue,SDO1 yeast rescue Rescue 24 h
COCCNC(=S)NC1CC2CCCC(C1)N2Cc1ccco1 (stereo not drawn),/,2.04,2.3
CCCS(=O)(=O)N1CCN(Cc2ccccc2OCC)CC1,-15.4,-0.68,-0.6
CCCc1[nH]nc2c1C(c1ccc(O)cc1OCC)C(C#N)=C(N)O2 (stereo not drawn),/,0.43,1
CC(C)(C)NC(=O)c1ccc2nsnc2c1,28.6,-0.69,-1.21
O=C(Nc1ccon1)c1ccc(OC2CCCC2)cc1,3.1,0.19,0
COc1cc(/C=N/NC(=O)c2ccncc2)ccc1OCCN1CCCCC1,/,-0.21,-0.18
COC(=O)c1c(C)[nH]c(C(=O)CSc2ncnc3sc(-c4ccccc4)cc23)c1C,31.2,-0.38,0.39
Cc1cc(C)cc(OC(=O)CCN2C(=O)c3ccccc3C2=O)c1,27.8,0.31,0.56
O=C(O)CCCC(=O)N1CCN(C(c2ccccc2)c2ccccc2)CC1,/,1.99,2.65
O=C(CCCN1C(=O)c2ccccc2C1=O)N1CCN(c2ccccn2)CC1,18.8,0.05,-0.2
Cc1cccc(NC(=O)C2CCCN2/C=C/C(=O)C(F)(F)F)c1C (stereo not drawn),/,1.05,0.83
Cc1ccc(CSc2nc3c(c(=O)[nH]2)CCC3)cc1,0.0,0.05,0.9
N#Cc1cnc(SCCc2ccccc2)nc1N,10.0,0.2,0.2
CC(=Nc1ccc(C)c(C)c1)C1=C(O)CSC1=O,/,-1.79,-1.69
CCCCn1c(SCC(=O)NCc2ccco2)nc2ccccc2c1=O,-22.9,-1.05,-0.91
CS(=O)(=O)N(CC(=O)N1CCN(c2ccccc2)CC1)C1CCCCC1,36.8,0.09,0.42
CCN(CC)S(=O)(=O)c1ccc(NCC2COc3ccccc3O2)c([N+](=O)[O-])c1 (stereo not drawn),-13.3,-0.41,-0.63
N#Cc1ccc(NC(=O)Cn2c3[n+](c4ccc(C(F)(F)F)cc42)CCCCC3)cc1,17.6,/,/
COc1ccccc1-n1c(CNc2ccc(F)cc2)nnc1SCC(=O)Nc1cc(C)on1,60.0,0.81,0.67
CCOc1ccc(NC(=S)/C(=C(\[O-])c2ccc(C)c([N+](=O)[O-])c2)[n+]2ccccc2)cc1,-12.5,0.98,0.64

Laid out differently: five of the compounds above
| Insulin prom inh | SDO1 yeast rescue | SDO1 yeast rescue Rescue 24 h | SMILES |
| --- | --- | --- | --- |
| 0.0 | 0.05 | 0.9 | Cc1ccc(CSc2nc3c(c(=O)[nH]2)CCC3)cc1 |
| -13.3 | -0.41 | -0.63 | CCN(CC)S(=O)(=O)c1ccc(NCC2COc3ccccc3O2)c([N+](=O)[O-])c1 (stereo not drawn) |
| 36.8 | 0.09 | 0.42 | CS(=O)(=O)N(CC(=O)N1CCN(c2ccccc2)CC1)C1CCCCC1 |
| / | -1.79 | -1.69 | CC(=Nc1ccc(C)c(C)c1)C1=C(O)CSC1=O |
| 60.0 | 0.81 | 0.67 | COc1ccccc1-n1c(CNc2ccc(F)cc2)nnc1SCC(=O)Nc1cc(C)on1 |

Following part
SMILES,Insulin prom inh,SDO1 yeast rescue,SDO1 yeast rescue Rescue 24 h
O=C(/C=C/c1ccccc1)CC(O)(c1ccccc1)C(F)(F)F (stereo not drawn),50.0,-2,-1.38
CC1=C(C(=O)O)N2C(=O)C(NC(=O)c3nn(C)c(C)c3Cl)C2SC1 (stereo not drawn),17.6,/,/
Cc1cc(C(=O)CSc2n[nH]c(N)n2)c(C)n1-c1ccccc1,16.2,-0.02,-0.23
O=c1c2c(nc3cc(-c4ccc(Br)cc4)[nH]n13)CCCC2,28.2,/,/
Clc1cccc(Nc2ncnc3c2cnn3-c2ccccc2)c1,/,-2.37,-1.38
O=C(NC1CCCCC1)c1cc([N+](=O)[O-])ccc1N1CCOCC1,/,-0.4,-0.26
Cc1ccc(/C=N/NC(=O)C(C)Oc2ccccc2[N+](=O)[O-])s1 (stereo not drawn),-23.1,-1.54,-1.09
CCCCCCCCC(=O)N/N=C/c1ccccn1,/,-1.35,-0.6
COc1cccc(NC(=O)c2nnn(CCc3ccccc3)c2N)c1,/,0.21,-0.2
O=S(=O)(CCc1nnc(-c2ccccc2)o1)c1ccc2ccccc2c1,/,-0.51,-1.01
O=C(COc1ccc(Cl)cc1)Nc1nc(-c2ccc(S(=O)(=O)N3CCOCC3)cc2)cs1,-28.1,-2.53,-0.41
CCOC(=O)c1c(-c2ccccc2)csc1NC(=O)c1ccc(N2C(=O)CCC2=O)cc1,30.4,-0.76,0.01
Nc1ccccc1C(=O)NCc1ccccc1,-16.7,0.1,-0.18
Cc1ccc(C)n1-c1ccc(C(=O)NN)s1,-45.5,/,/

High-throughput results: PubChem, several laboratories
